High-throughput results from PubChem BioAssay.
MEP2 TOR yeast = modulators of MEP2-GFP levels in yeast, primary screen, S. cerevisiae, multiplex flow cytometry, MLPCN library | S. cerevisiae MEP2-GFP strain, 3 h; 100% = DMSO control level | GFP response vs DMSO, % at 10 µM | 330,000 tested, 0.51% active | AID 2016, 2009;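 active = GFP response versus DMSO above a set limit, roughly screen mean plus 3 SD, cut at about 180% in these data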;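 note: median GFP fluorescence of the barcode-gated MEP2-GFP cells per well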
LAP4 TOR yeast = modulators of LAP4-GFP expression in yeast, primary screen, S. cerevisiae, multiplex flow cytometry, MLPCN library. 3 h; median GFP as percent of DMSO wells. GFP response vs DMSO, % at 10 µM. 320,000 tested, 0.34% active. AID 2023, 2009;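 active = GFP response vs DMSO above a set limit, about the screen mean plus 3 SD, cut at about 150% in these data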
RPL19A TOR yeast = RPL19A-GFP expression modulators in yeast, primary screen, cell-based, S. cerevisiae, multiplex flow cytometry, MLPCN. S. cerevisiae RPL19A-GFP strain, 3 h; active compounds read low. 330,000 tested, 0.3% active. AID 2025, 2009. percent response vs DMSO, % at 10 µM;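 active = percent response vs DMSO below 50%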;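 note: median channel GFP fluorescence of the barcoded RPL19A-GFP strain; ratio of sample median GFP to plate DMSO average so 100% = DMSO; lower means less RPL19A-GFP as with rapamycin TOR inhibition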
proCasp3 act = activators of human procaspase-3 D3A mutant, primary screen, biochemical, absorbance, PC-3 D3A mutant, single concentration. recombinant procaspase-3 D3A, Ac-DEVD-pNA absorbance 405 nm. activation, % at 8.5 µM. 330,000 tested, 0.11% active. Caspase-3 (Homo sapiens), P42574;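 active = activation above the mean of all tested compounds plus 3 SD, cut at about 21% in these data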;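 note: 0% = DMSO alone and 100% = DMSO wells spiked with extra 5 µM PC-3 D3A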
Target sequence (P42574 whole entry D9A/D28A/D175A): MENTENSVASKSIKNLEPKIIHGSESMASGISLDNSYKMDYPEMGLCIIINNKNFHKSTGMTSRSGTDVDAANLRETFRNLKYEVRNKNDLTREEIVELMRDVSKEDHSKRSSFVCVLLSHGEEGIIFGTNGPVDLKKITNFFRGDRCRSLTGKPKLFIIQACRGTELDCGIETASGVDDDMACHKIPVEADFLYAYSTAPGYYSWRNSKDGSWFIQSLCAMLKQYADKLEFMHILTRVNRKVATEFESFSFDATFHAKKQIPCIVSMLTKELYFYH
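assay system = Procaspase-3 D3A mutant | signal = absorbance at 405 nm, 0 and 120 min | times = 1 h preincubation plus 2 h reaction at 25 °C | repeats = single replicate | read-out = % activation between DMSO and enzyme-spiked controls | medium = Zinc-free HEPES saline buffer with Triton X-100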
AHR act = AHR activators, primary screen, cell-based, luminescence, luciferase reporter, human. AHR-responsive luciferase reporter cells. activation, % at 5 µM. 320,000 tested, 2.5% active. AID 2796, 2010; in the data active = activation above about 47%;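 note: 0% = vehicle wells and 100% = reference agonist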
CIT2 TOR yeast = modulators of CIT2-GFP expression in yeast, primary screen, S. cerevisiae, GFP fusion, multiplex flow cytometry, MLPCN library | S. cerevisiae CIT2-GFP strain, 3 h; 100 means same as DMSO wells | GFP response vs DMSO, % at 10 µM | 320,000 tested, 0.065% active;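 active = GFP response relative to DMSO above a set limit, near the screen mean plus 3 SD, cut at about 150% in these data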;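 note: ratio of well median GFP fluorescence to mean of DMSO wells on the plate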
proCasp7 act = procaspase-7 activators, primary screen, counter-screen for procaspase-3 activator project, biochemical, absorbance, HTS, human. Caspase-7 (Homo sapiens), P55210. recombinant procaspase-7, Ac-DEVD-pNA absorbance 405 nm; D23A/D198A/D206A triple mutant, cannot self-cleave; scale: DMSO 0, 5 µM enzyme 100. activation, % at 8.5 µM. 330,000 tested, 0.093% active. AID 463210, 2010;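 active = percent activation above the screen-wide mean plus 3 SD, cut at about 25% in these data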
Target sequence (P55210 whole entry D23A/D198A/D206A): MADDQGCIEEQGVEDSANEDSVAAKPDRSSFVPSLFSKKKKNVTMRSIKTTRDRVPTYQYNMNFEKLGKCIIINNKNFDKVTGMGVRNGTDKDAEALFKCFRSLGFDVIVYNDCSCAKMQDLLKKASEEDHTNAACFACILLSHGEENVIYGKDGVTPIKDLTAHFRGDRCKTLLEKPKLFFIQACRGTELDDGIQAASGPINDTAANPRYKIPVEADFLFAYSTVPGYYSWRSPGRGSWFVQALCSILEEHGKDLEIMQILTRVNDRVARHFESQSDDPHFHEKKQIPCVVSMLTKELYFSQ
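signal = Epi-absorbance of released pNA at 405 nm, two timepoints | assay system = Uncleavable procaspase-7 mutant enzyme | reagent = Ac-DEVD-pNA substrate, 400 µM as added | times = 1 h enzyme–compound preincubation and 2 h substrate reaction, both 25 °C | benchmarks = low DMSO alone, high DMSO plus 5 µM PC-7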
AGP1-GFP MLPCN = modulators of AGP1-GFP expression in yeast TOR pathway, primary screen, cell-based, multiplex flow cytometry, S. cerevisiae, MLPCN library; AID 2066, 2009; 320,000 tested, 0.02% active; 3 h; GFP as percent of DMSO wells; GFP response vs DMSO, % at 10 µM;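 active = GFP response relative to DMSO above a set limit, near screen average plus 3 SD, cut at about 150% in these data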;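 note: median GFP channel fluorescence of the gated AGP1 strain per well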
The depositor's hits bear a star; / = not tested or not shown.

SMILES	MEP2 TOR yeast	LAP4 TOR yeast	RPL19A TOR yeast	proCasp3 act	AHR act	CIT2 TOR yeast	proCasp7 act	AGP1-GFP MLPCN
Cc1ccc(C2=NNC(c3cccc(F)c3)S2)cc1 (configuration not stated)	90.4	89.3	88.7	-5.6	4.0	84.0	-3.2	83.4
COc1ccc(-c2cc(C3CCN(Cc4cccc(C(F)(F)F)c4)CC3)[nH]n2)cc1	106.1	90.1	100.8	5.5	1.2	104.2	-10.9	96.5
CCCc1cc(=O)oc2c(CN3CCN(C)CC3)c(O)ccc12	107.9	98.8	101.9	10.3	5.7	104.8	13.1	109.3
COc1ccc2[nH]c3c(c2c1)CC(C)NC3=O (configuration not stated)	105.5	91.0	104.9	/	/	110.0	/	95.5
O=C(CN1C(=O)C2CCCN2C(=O)c2ccccc21)Nc1ccccc1-n1cccc1 (configuration not stated)	104.5	101.2	98.7	-4.3	3.0	99.9	3.4	104.7
CCCCCOC(=O)c1ccccc1C(=O)O	104.5	93.0	97.9	-0.4	1.7	91.4	3.6	100.9
CCc1nn(C(C)C(=O)N2CCN(c3ccc(OC)cc3)CC2)c(=O)c2cc3occc3n12 (configuration not stated)	94.9	86.8	93.2	-5.0	0.4	99.1	-0.9	95.2
Cc1cc(C)c(OCC(=O)Nc2ccc(NC(=O)c3ccco3)cc2)c([N+](=O)[O-])c1	101.4	100.3	105.5	-2.7	0.7	84.8	0.3	100.1
CCO[C@H]1OC(C(N)=O)=C[C@@H](c2coc3ccccc3c2=O)[C@@H]1CCCO	98.0	105.8	96.1	1.1	1.6	93.7	4.0	101.3
COCC(C)n1c(C)cc(C(=O)CSc2nc3ccccc3c(=O)[nH]2)c1C (configuration not stated)	102.4	101.8	97.2	-6.9	1.7	93.7	6.7	105.0
CCc1nc2oc3ccccc3c(=O)c2c(=O)n1-c1ccccc1	97.6	98.0	99.1	-3.4	98.9*	99.5	-1.3	102.9
COc1ccc(C)cc1NC(=O)CCN1CC(C)OC(C)C1 (configuration not stated)	105.2	102.6	102.3	1.4	1.1	104.6	4.9	98.5
O=[N+]([O-])c1cc([N+](=O)[O-])c(Oc2cc(F)ccc2F)cc1NN1CCCCC1	89.3	129.2	95.7	-1.4	-1.5	96.7	-11.9	85.9
Cc1ccccc1C(C)NC(=O)COC(=O)Cn1cc(C(F)(F)F)ccc1=O (configuration not stated)	103.6	102.0	103.7	6.2	1.2	96.7	11.6	107.6
CCN(C(=O)CSc1nc(C)nc2sc(C)c(C)c12)C1CCS(=O)(=O)C1 (configuration not stated)	102.9	103.0	101.6	3.7	2.2	105.8	3.1	108.3
CCC[C@H]1NC(=O)[C@H](C)N(C)C(=O)C(C)(C)C(=O)C(C)NC(=O)[C@H](Cc2ccc(OC)cc2)N(C)C(=O)[C@H](C(C)C)N(C)C(=O)CNC(=O)[C@H](CC(C)C)N(C)C(=O)CNC(=O)[C@H]([C@@H](C)CC)OC(=O)[C@H]1C (some centres not stated)	104.6	104.2	104.9	11.5	-7.7	90.1	-0.1	105.7
O=C(Nc1cccc(NC(=O)c2ccccc2Cl)c1)c1ccc([N+](=O)[O-])o1	99.0	98.0	105.3	2.4	-6.0	95.7	8.0	99.5
CCCCCC(=O)Nc1ccc2oc(-c3ccncc3)nc2c1	96.5	97.9	94.5	8.0	-9.6	93.9	-0.7	82.0
Cc1oc(-c2cccc(Cl)c2)nc1CS(=O)(=O)CC(=O)NC1CC1	99.4	97.0	101.7	4.3	3.6	98.4	2.2	101.2
OCCNCCOCCOc1ccccc1-c1ccccc1	97.6	94.4	105.5	-4.4	-0.6	92.8	-3.9	100.6
O=C(CNC(=O)Cc1ccccc1)NCC(=O)N1CCN(C(c2ccccc2)c2ccccc2)CC1	105.4	101.1	107.8	-1.0	-1.2	114.0	8.3	108.7
COc1ccc(C(=O)Nc2ccc(S(=O)(=O)NC(C)=O)cc2)cc1[N+](=O)[O-]	107.9	105.5	105.3	0.8	-0.7	97.6	-4.1	109.9
COC(=O)NCC(c1ccc2c(c1)OCO2)N1CCN(c2ccccc2)CC1 (configuration not stated)	104.7	106.4	103.7	5.5	1.1	110.7	6.8	109.5
Cc1c(N=C2NN=C(c3c[nH]c4ccccc34)CS2)c(=O)n(-c2ccccc2)n1C	103.9	98.5	99.3	-2.8	55.7*	99.2	-15.1	104.3

Continued; the last five above are carried over.
SMILES	MEP2 TOR yeast	LAP4 TOR yeast	RPL19A TOR yeast	proCasp3 act	AHR act	CIT2 TOR yeast	proCasp7 act	AGP1-GFP MLPCN
OCCNCCOCCOc1ccccc1-c1ccccc1	97.6	94.4	105.5	-4.4	-0.6	92.8	-3.9	100.6
O=C(CNC(=O)Cc1ccccc1)NCC(=O)N1CCN(C(c2ccccc2)c2ccccc2)CC1	105.4	101.1	107.8	-1.0	-1.2	114.0	8.3	108.7
COc1ccc(C(=O)Nc2ccc(S(=O)(=O)NC(C)=O)cc2)cc1[N+](=O)[O-]	107.9	105.5	105.3	0.8	-0.7	97.6	-4.1	109.9
COC(=O)NCC(c1ccc2c(c1)OCO2)N1CCN(c2ccccc2)CC1 (configuration not stated)	104.7	106.4	103.7	5.5	1.1	110.7	6.8	109.5
Cc1c(N=C2NN=C(c3c[nH]c4ccccc34)CS2)c(=O)n(-c2ccccc2)n1C	103.9	98.5	99.3	-2.8	55.7*	99.2	-15.1	104.3
CN1CCN(C(=O)CCCN2C(=O)/C(=C/c3ccc(Cl)cc3)SC2=S)CC1	89.0	94.9	90.3	-7.1	-1.4	90.4	-18.6	90.0
O=[N+]([O-])c1ccc(N2CCN(c3ccc(Cl)nn3)CC2)cc1NC1CC1	104.8	103.7	100.5	5.3	12.0	103.6	-5.3	97.8
COc1ccc2[nH]c(C)c(CCNC(=S)Nc3ccc(C)cc3)c2c1	104.9	104.8	105.2	7.0	-8.1	101.0	-12.7	104.6
CC1SC(c2ccccc2Cl)NC1=O (configuration not stated)	94.1	87.6	87.1	0.7	0.7	90.2	1.0	86.4
O=C(Nc1ccc(F)cc1F)c1ccc(-n2cncn2)nc1	96.3	93.1	98.1	-3.2	1.3	100.4	-4.0	102.1
CCOc1ccc(Br)cc1S(=O)(=O)Nc1ccc(Cl)c(S(=O)(=O)N(C)C)c1	100.9	95.4	102.1	-4.4	1.5	94.5	-4.4	102.3
O=C(NCC(O)c1ccc([N+](=O)[O-])cc1)C1CCCCC1 (configuration not stated)	100.4	96.7	108.5	1.1	1.6	107.9	8.1	94.8
Cc1ccc(-c2nc3ncccc3o2)cc1N	107.0	92.6	105.6	-3.2	67.4*	106.2	10.2	99.6
O=C1C(=O)N(Cc2ccccc2)C(=O)N1CCN1C(=O)c2ccccc2C1=O	93.4	108.0	94.4	7.4	-0.2	84.5	11.2	98.0
O=C1NC(=S)S/C1=C\c1ccc(SCc2ccccc2)o1	113.3	129.5	97.8	-29.1	46.9	102.6	-36.5	86.4
O=C(NCC(=O)N(c1cccnc1)C(C(=O)NC1CCCC1)c1ccc(F)cc1)c1ccco1 (configuration not stated)	95.7	89.1	88.8	4.9	1.3	85.2	6.4	89.3
C=CC[C@H](CC(=O)NCCO)C(=O)N[C@H](COC(=O)[C@@H](CC=C)Cc1ccc(F)cc1)C(C)(C)C	99.0	99.2	101.7	13.9	-1.7	97.3	5.5	102.9
NS(=O)(=O)c1ccc(NC(=O)CCC2CCCCC2)cc1	109.6	89.6	99.2	3.4	1.1	106.2	-4.5	104.7
COc1ccc(NC(C)=O)cc1NC(=O)CSc1nnc(-c2ccccn2)n1C	108.3	109.2	97.5	-3.2	-0.3	106.0	0.1	105.5
COc1ccc(C(=O)N(C)Cc2ccon2)cc1OC1CCN(C(C)C)CC1	106.2	107.1	102.2	1.0	-0.9	108.0	4.7	102.5
CCCCCCNS(=O)(=O)c1nc2nc(C)cc(C)n2n1	97.8	99.1	96.5	-4.2	1.9	99.4	-1.9	97.7
CCC(Sc1nc2ccccc2o1)C(=O)O (configuration not stated)	93.3	96.7	96.4	6.9	2.3	94.5	-0.3	96.0
CCOC(=O)N=Nc1c(O)n(Cc2ccccc2)c2ccccc12	93.6	94.3	94.8	-6.3	0.9	90.1	0.6	92.9
COC(=O)C(C(=O)OC)c1ncccc1[N+](=O)[O-]	98.7	104.3	97.2	2.2	-0.9	96.4	9.6	105.0
O=C(COc1ccc(Cl)cc1)N1CCN(c2ncccn2)CC1	98.1	94.8	95.4	-1.0	-0.2	89.7	11.4	96.6
CCOC(=O)c1ccc(NC(=O)C2CC2)cc1	106.1	105.7	100.3	-3.7	-2.9	101.5	-4.1	94.5
COc1cc(C(=O)Oc2ccc(C(=S)N3CCOCC3)cc2)cc(OC)c1OC	115.6	100.8	101.2	7.5	-0.6	97.5	0.4	101.2
CCc1cccc2sc(N3CCN(C(=O)c4ccc([N+](=O)[O-])o4)CC3)nc12	114.5	99.8	31.9*	9.6	7.9	69.9	5.2	18.8
Cc1ccc(C(=O)NC(=S)NCC2CCCO2)cc1Br (configuration not stated)	103.1	107.0	107.4	-0.9	14.6	101.9	-13.2	99.8
CC(=O)OCC1OC(OCc2cn(C[C@H]3CC[C@H](Cn4cc(COC5OC(COC(C)=O)C(OC(C)=O)C(OC(C)=O)C5OC(C)=O)nn4)O3)nn2)C(OC(C)=O)C(OC(C)=O)C1OC(C)=O (some centres not stated)	93.7	107.4	101.0	12.7	1.1	77.2	-0.8	88.6
Cc1c(NC(=O)Nc2ccccc2Cl)c(=O)n(-c2ccccc2)n1C	91.2	110.4	93.9	-1.9	7.5	85.7	9.0	96.1
O=C(N(c1ccccc1)c1ccccc1)N(c1ccccc1)c1ccccc1	98.2	/	102.1	-5.3	-0.4	/	7.2	/
C/C(=N\NC(=O)c1ccc(CSc2cccc3cccnc23)cc1)C1CCCCC1	116.7	108.1	105.1	-0.3	25.4	104.3	-15.3	104.4
CCC1=[N+](C)c2cccc3cccc(c23)N1C	101.7	101.0	102.4	-1.0	-1.2	108.5	-17.7	106.7
O=c1[nH]c(CN2CCN(c3ccccn3)CC2)nc2c(Br)cc(Br)cc12	104.1	112.0	101.4	3.9	1.8	92.7	0.9	105.7
Cc1ccc(OC(=O)c2ccc(C)c(C)c2)cn1	95.9	114.9	96.2	7.5	2.3	92.8	-2.3	96.7
Clc1ccccc1N1CCN(Cc2ccco2)CC1	105.1	98.7	103.5	6.3	1.4	99.9	-4.0	95.8
CCCC1(c2ccccc2)NC(=O)N(CC(=O)Nc2ccc(N3CCOCC3)cc2)C1=O (configuration not stated)	89.8	98.8	96.2	-5.3	2.4	83.7	6.5	99.1
Cc1cccc(N2C(=O)CC(Sc3nc(C)c4c(n3)CCCC4)C2=O)c1 (configuration not stated)	106.0	109.0	100.9	-8.0	-2.7	97.0	-2.1	92.8
COCCNC(=O)CSc1nc2cc3c(cc2c(=O)n1Cc1ccco1)OCO3	99.2	96.3	100.2	-3.8	4.0	104.3	17.8	104.4
